# Compound activity deposited in PubChem by National Center for Advancing Translational Sciences (NCATS).
# HT1080 IDH1KD tx = HT-1080 IDH1 knockdown cell toxicity (counter line); 360,000 compounds, 2% hits; Potency, µM (titrated, usually from 46.1 µM), inactives show at the highest dose activity, negative = toxicity, actives largely listed as cytotoxic; HT-1080 IDH1 knockdown viability, ATP luminescence, 48 h;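 also: potency is read from the fitted curve at half-maximal effect; 0% = DMSO wells and -100% = cell-free medium wells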
#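 In this qHTS, HT-1080 cells depleted of IDH1 are exposed for 48 h at 37 °C to compound titrations. Toxicity is scored from CellTiter-Glo luminescence, with DMSO as full viability and medium alone as none.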
# IL-1B inflam inh = inflammasome signaling inhibition, IL-1 beta readout; THP-1 LPS/ATP IL-1B secretion, AlphaLISA, 16 h; stronger effect = lower value; activity change, % at 57.5 µM; 360,000 compounds, 4.7% hits; AID 743279; in the data active = activity change below about -50%; inconclusive = mostly about -30% to -49%; also: % is scaled to controls: 0 for no effect and ±100 for the full control effect
#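 THP-1 cells pretreated 1 hr with compounds (up to 57.5 uM final), then stimulated with LPS (250 ng/mL final) plus ATP (1.25 mM final); secreted IL-1B measured by AlphaLISA after 16 hr, decreased signal indicating inhibition.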
# D3 antag = blocks the human D3 dopamine receptor. 360,000 compounds, 2.5% hits. D3R cells, DiscoveRx beta-arrestin luminescence, antagonist mode; stronger effect = lower value. P35462. max response, negative = inhibition, %; in the data active = max response below about -50%; inconclusive = no clear call, values can overlap the other calls; also: % is scaled to controls: 0 for no effect and ±100 for the full control effect; mostly tested at two doses, the higher about 12 µM
# Target sequence (P35462 whole entry, looked up): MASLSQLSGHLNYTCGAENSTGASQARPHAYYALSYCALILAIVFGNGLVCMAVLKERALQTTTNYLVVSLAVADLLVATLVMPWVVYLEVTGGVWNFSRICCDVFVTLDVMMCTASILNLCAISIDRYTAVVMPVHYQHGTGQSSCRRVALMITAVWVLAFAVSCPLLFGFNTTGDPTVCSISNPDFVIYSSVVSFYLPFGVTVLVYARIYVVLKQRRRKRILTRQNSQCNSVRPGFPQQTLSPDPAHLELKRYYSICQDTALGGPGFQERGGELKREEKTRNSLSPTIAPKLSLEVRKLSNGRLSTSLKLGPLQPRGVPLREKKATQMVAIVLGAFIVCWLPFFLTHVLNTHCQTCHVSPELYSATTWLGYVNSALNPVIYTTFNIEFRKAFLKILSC
#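 Cells plated overnight at 1500 cells/well, then exposed to library compounds with dopamine controls for 90 minutes at 37 degrees C. DiscoveRx reagent added for 30–60 minutes at room temperature; luminescence read, quantitative HTS format.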
# KB-V1 cytotox = kills drug-selected multidrug resistant KB-V1 cells; 400,000 compounds, 3.4% hits; Potency, µM (highest dose often 46.1 µM), inactives show at the highest dose activity change, negative = cytotoxicity, usual class: cytotoxic; AID 1347076; KB-V1 MDR cells viability, CellTiter-Glo, 72 h; also: potency is read from the fitted curve at half-maximal effect; % is scaled to controls: 0 for no effect and ±100 for the full control effect; nearly all actives have a fitted effect of over 60% in size
#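 Potencies derive from concentration-effect curves fitted to normalized luminescence (CellTiter-Glo) of KB-V1 cells treated for 72 h at 37 degrees C in phenol-red-free DMEM containing 10% FBS.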
# GLP-1R agonist = GLP-1 receptor (human) agonism; P43220; HEK293 GLP-1R CRE-luciferase, luminescence, 4-6 h; cells express a hypersensitive GLP-1R form; Potency, µM (top dose mostly 45.6 µM), for the others: at the top dose activation, most hits filed as activators; 380,000 compounds, 0.007% hits; AID 624172; also: potency is read from the fitted curve at half-maximal effect; % of control where 0% means no effect
# Target sequence (P43220 whole entry, looked up): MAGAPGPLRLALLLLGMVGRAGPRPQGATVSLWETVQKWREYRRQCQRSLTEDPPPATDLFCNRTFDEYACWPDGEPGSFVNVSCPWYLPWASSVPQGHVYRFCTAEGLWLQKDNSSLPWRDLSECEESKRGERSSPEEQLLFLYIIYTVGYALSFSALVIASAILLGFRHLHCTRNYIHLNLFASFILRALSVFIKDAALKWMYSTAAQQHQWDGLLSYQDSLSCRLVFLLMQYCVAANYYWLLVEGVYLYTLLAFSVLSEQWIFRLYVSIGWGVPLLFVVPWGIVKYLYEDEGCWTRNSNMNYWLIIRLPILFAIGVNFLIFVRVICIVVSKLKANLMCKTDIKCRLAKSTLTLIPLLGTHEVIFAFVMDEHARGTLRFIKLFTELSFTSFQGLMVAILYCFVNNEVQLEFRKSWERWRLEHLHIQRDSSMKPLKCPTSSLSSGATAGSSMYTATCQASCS
# SW480 rerep = DNA re-replication induction in SW480 cells; SW480 DNA re-replication, Hoechst DNA content imaging, 48 h; Potency, µM (series often up to 46.1 µM), inactives show at the highest dose re-replication activation, usual class: activators; 340,000 compounds, 1.8% hits; also: potency is read from the fitted curve at half-maximal effect; % of control where 0% means no effect; nearly all actives have a fitted effect of over 55% in size
#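 DNA re-replication was detected as more nuclei of elevated Hoechst intensity after 48 hr exposure to compound (23 nL pinned per well of 250 cells).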
# KB-3-1 cytotox = kills parental KB-3-1 adenocarcinoma cells; KB-3-1 viability, CellTiter-Glo ATP luminescence, 72 h; Potency, µM (doses to about 46.1 µM), for inactives: at the top dose activity change, negative = cytotoxic, hits mostly cytotoxic; 400,000 compounds, 1.4% hits; AID 1347075; also: potency is read from the fitted curve at half-maximal effect; % is scaled to controls: 0 for no effect and ±100 for the full control effect; nearly all actives have a fitted effect of over 60% in size
#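 KB-3-1 cells, DMEM (no phenol red) + 10% FBS; compound by pin transfer, 72 h, 37 °C. Readout: CellTiter-Glo luminescence after 10 min. Data normalized, curve-fitted.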
# HT1080-NT tox = kills 2HG-producing HT-1080-NT fibrosarcoma cells; HT-1080-NT fibrosarcoma viability, CellTiter-Glo ATP luminescence, 48 h; Potency, µM (highest dose often 46.1 µM), without a hit: at the top dose activity, negative = less viability, hits mostly cytotoxic; 360,000 compounds, 1.6% hits;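 also: NT is the 2HG producing partner of a matched IDH1 knockdown line; potency is read from the fitted curve at half-maximal effect; 0% = DMSO-treated cells and -100% = media-only wells without cells; nearly all actives have a fitted effect of over 55% in size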
#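 Read-out is CellTiter-Glo luminescence after 10 minutes at room temperature, following 48 hours' compound treatment of HT-1080-NT cells (750 cells/well, RPMI, 5% FBS, 37 degrees C).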
# D3 ag = activates the human D3 dopamine receptor. max activation, %. P35462. 410,000 compounds, 0.58% hits. D3R DiscoveRx beta-arrestin cells, luminescence, 90 min; in the data active = max activation above about 30%; also: 0% is about no effect; mostly tested at two doses, the higher about 12 µM
#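 Agonist-mode cell screen: cells plated at 1500/well and incubated overnight at 37 °C, then exposed to library compounds for 90 min at 37 °C. Detection reagent was added for 30–60 min at room temperature, and luminescence was read.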
# Active calls of the source: *; ? = inconclusive; / = no result given. Unless noted, calls follow the shape of the dose curve; as a rule, active = well fitted curve in the direction sought with a large enough effect; inconclusive = small, poorly fitted or top-dose-only effect, or another doubt; inactive = no such curve, though single readings can be large; an effect the other way counts as inactive or inconclusive. No enrichment for hits, and some 12% of all compounds hit somewhere here.
SMILES,HT1080 IDH1KD tx,IL-1B inflam inh,D3 antag,KB-V1 cytotox,GLP-1R agonist,SW480 rerep,KB-3-1 cytotox,HT1080-NT tox,D3 ag
CC(C)(C)c1cc(C(=O)N/N=C/c2ccco2)n[nH]1,4%,-12,-2,-4%,1%,-7%,23%,8%,1
Cc1nn(Cc2ccc(F)cc2)c(C)c1NC(=O)c1cnn2cccnc12,4%,-8,3,-14%,3%,-15%,11%,4%,-6
COc1ccc(N2CCN(S(=O)(=O)c3c(C)[nH]c(C)c3C(=O)N3CCCC3)CC2)cc1,4%,4,-9,3%,-2%,11%,2%,0%,-13
COc1ccc(-c2cn(Cc3ccc(C(N)=O)cc3)c(-c3ccc(Cl)nc3)n2)cc1,-3%,-12,?,9%,-5%,-3%,7%,-2%,3
COc1cc(OC)cc(-c2c(C#Cc3ccsc3)c3cc(-c4cc(OC)c(OC)c(OC)c4)ccc3n2C)c1,12%,38,0,-11%,-1%,3%,-6%,12%,6
CSc1nsc(SCc2cnc(C)nc2N)n1,11%,16,-13,0%,5%,-17%,9%,8%,9
O=C(O)c1ccccc1-c1ccccc1C(=O)Nc1ccc2c(c1)C(=O)c1ccccc1-2,-24%,8,-8,12%,10%,-3%,4%,-28%,-3
CC1=CCC2C(=O)N(c3ccc(C(=O)Nc4ccccc4Cl)cc3)C(=O)C2C1 (configuration not stated),-20%,-4,-13,4%,11%,-1%,5%,-19%,-6
COc1ccc(C2CC(=O)C3=C(C2)Nc2ncnn2C3c2ccccc2C)c(OC)c1 (configuration not stated),-15%,-21,?,?,-2%,-2%,3%,-1%,-9
Cc1cc(C)n(-c2ccc(C(=O)N3CCN(S(=O)(=O)c4cccc(Br)c4)CC3)cc2)n1,-11%,0,-18,-1%,2%,2%,?,0%,3
O=C1c2ccccc2C(O)(Cc2ccccc2)N1c1ccc2c(c1)OCO2 (configuration not stated),-21%,-11,-16,-9%,-8%,-1%,-7%,-2%,-13
CN(C)C(=S)Nc1ccc(Br)cc1Cl,9%,9,4,13%,7%,-7%,?,3%,9
COc1ccc(N(C(=O)c2ccncc2)S(=O)(=O)c2ccccc2)cc1,8%,7,25,/,-19%,2%,/,7%,26
O=C(CSc1ncn(-c2ccccc2)n1)N1CCc2ccccc21,9%,6,-2,-9%,6%,-2%,7%,8%,-4
CCOc1ccc(CCNC(=O)COC(=O)c2cccc(S(=O)(=O)N(C)C)c2)cc1OCC,-2%,-8,-7,-20%,-2%,-3%,-4%,-4%,-8
CN(Cc1ccon1)C(=O)CC1C(=O)NCCN1Cc1cccc(F)c1F (configuration not stated),1%,-2,21,/,1%,1%,/,3%,4
COc1ccc(NC(=O)CSc2nc3c(c(-c4cccs4)c2C#N)CN(C)CC3)cc1OC,-19%,?,-26,-3%,11%,4%,-3%,-15%,-23
COc1ccc(CCC(=O)OCC(=O)NC(=O)c2ccc(Cl)cc2)cc1,10%,9,2,3%,16%,-1%,7%,11%,10
COc1ccc2c(c1)C(C)=CC(C)(C)N2C(=O)CSc1nnc(-c2ccc(C)cc2)o1,?,-7,24,-13%,6%,13%,-9%,?,-2
CN1C[C@@H]2[C@@H]3C(=O)N(Cc4ccccc4)C(=O)[C@@H]3[C@](C)(C1=O)N2C(=O)c1ccc(Br)cc1,10%,-8,26,?,1%,-11%,10%,19%,0
CCc1nc2ccc(C(=O)NCCCN3CCCC3=O)cn2c1N(CC)Cc1cccc(Br)c1,0%,1,-9,-14%,-4%,/,0%,-19%,6
COc1ccc(Cc2c(-c3cccc(Cl)c3)nc3ccc(Cl)cn23)c(C)c1,-25%,0,21,27%,-2%,/,0%,-28%,5
O=C(CN1CCC(NC(=O)C2CC2)CC1)Nc1cccc(F)c1,5%,12,-16,-3%,12%,-10%,1%,13%,-4
CCNC(=O)CSc1nnc(-c2cccc(S(=O)(=O)N3CCOCC3)c2)o1,-3%,14,-15,-5%,8%,13%,1%,0%,-2
Cc1ccccc1C1=N/C(=C/c2cccs2)C(=O)O1,-7%,8,-12,-19%,1%,?,-4%,-17%,-4
COc1ccc(N(C)C(=O)c2oc(=O)c3ccccc3c2-c2ccccc2)c(OC)c1,-7%,-17,-3,-16%,-4%,4%,-2%,-7%,-11
COC(=O)C1CCN(C(=O)c2ccccc2NC(C)=O)CC1,2%,17,-10,0%,-2%,1%,9%,-8%,2
Nc1ncnc2c1ncn2[C@@H]1O[C@H](CNCc2ccc(OCc3ccccc3)cc2)[C@@H](O)[C@H]1O,-25%,0,14,-2%,-3%,-5%,0%,-26%,4
Cc1ccc(C)c(S(=O)(=O)N2CCN(C(=O)c3n[nH]c(=O)c4ccccc34)CC2)c1,-11%,-4,-3,-4%,4%,-4%,-10%,-11%,-3
Cc1cc(C(=O)Nc2ccc(Br)cc2)cs1,1%,25,6,-5%,-5%,-3%,-16%,4%,-7
C=CCNC(=O)CSc1nnc(-c2cccc(S(=O)(=O)N3CCOCC3)c2)o1,5%,-11,17,21%,4%,/,2%,3%,0
O=C(NCc1ccncc1)c1cccc(NS(=O)(=O)c2ccc(F)c(F)c2)c1,-2%,13,-2,/,8%,26%,/,0%,-14
O=[N+]([O-])c1cc(C(F)(F)F)ccc1N1CCCNCC1,0%,-23,2,-3%,-2%,-3%,-4%,-5%,-5
O=C(c1ccccc1[N+](=O)[O-])N1CCN(Cc2ccc3c(c2)OCO3)CC1,11%,-14,-11,-9%,-2%,-5%,2%,5%,-3
COc1ccc(-c2nc3ccccc3o2)cc1NC(=O)c1cc([N+](=O)[O-])ccc1N1CCOCC1,/,/,/,0%,3%,/,5%,/,4
CCCn1c(C)cc(/C=C(\C#N)C(=O)OCC(=O)N(C)c2c(N)n(Cc3ccccc3)c(=O)[nH]c2=O)c1C,-1%,-14,6,2%,5%,0%,2%,-11%,-13
O=C(CN1C(=O)c2cccc3cccc1c23)NC1CCCC1,-6%,-5,-4,?,15%,12%,-7%,-1%,-2
COc1ccccc1N1CCN(C(=O)c2cc3c(=O)n4cccc(C)c4nc3s2)CC1,-1%,48,5,-6%,5%,-19%,-11%,-10%,0
COc1ccc(OC)c2sc(NC(=O)C3=COCCO3)nc12,-7%,?,-23,-9%,-2%,-9%,-12%,-9%,0
CC(/C=N/NC(=O)c1cccc(F)c1)=C\c1ccccc1,?,-1,-30,?,-6%,15µM*,16µM*,?,-14
COc1ccc(-c2ccc(CCC(=O)O)o2)cc1,?,?,-16,-2%,2%,?,?,?,-4
CC(C)(C)SCCNC(=O)CN(c1ccc(F)c(Cl)c1)S(C)(=O)=O,-11%,2,25,18µM*,4%,-1%,-3%,-1%,1
O=C(CSc1ccccn1)N1CCN(c2ccc(Cl)cc2)CC1,-1%,5,10,?,-6%,-17%,-6%,-1%,4
C=CCNc1nc(NCc2ccc(N(C)C)cc2)c2sc(-c3ccccc3)cc2n1,?,-24,-25,-5%,-4%,/,?,?,-7
CCC1CCC(c2nnc(-c3ccc([N+](=O)[O-])cc3)o2)CC1 (configuration not stated),-3%,-6,-8,11%,2%,-7%,-1%,-1%,-15
CC(O)C(NS(=O)(=O)c1ccc(Cl)cc1)C(=O)OCCOc1ccc(F)cc1 (configuration not stated),-10%,6,16,4%,9%,/,2%,-1%,2
Cc1nc2cc(-c3cccc(F)c3)nn2c(C)c1CCC(=O)NC(C)c1ccc2c(c1)OCCO2 (configuration not stated),1%,-7,-24,0%,7%,0%,?,-17%,-1
CCc1nc2c3cnn(-c4cc(Cl)ccc4C)c3ncn2n1,3%,19,4,2%,-7%,1%,12%,1%,5
CCOc1ccccc1C=C1SC(=S)NC1=O,-20%,-9,2,3%,3%,10%,-4%,-22%,2

# In the list so far, 9 contain a Cl atom:
SMILES,HT1080 IDH1KD tx,IL-1B inflam inh,D3 antag,KB-V1 cytotox,GLP-1R agonist,SW480 rerep,KB-3-1 cytotox,HT1080-NT tox,D3 ag
COc1ccc(-c2cn(Cc3ccc(C(N)=O)cc3)c(-c3ccc(Cl)nc3)n2)cc1,-3%,-12,?,9%,-5%,-3%,7%,-2%,3
CC1=CCC2C(=O)N(c3ccc(C(=O)Nc4ccccc4Cl)cc3)C(=O)C2C1 (configuration not stated),-20%,-4,-13,4%,11%,-1%,5%,-19%,-6
CN(C)C(=S)Nc1ccc(Br)cc1Cl,9%,9,4,13%,7%,-7%,?,3%,9
COc1ccc(CCC(=O)OCC(=O)NC(=O)c2ccc(Cl)cc2)cc1,10%,9,2,3%,16%,-1%,7%,11%,10
COc1ccc(Cc2c(-c3cccc(Cl)c3)nc3ccc(Cl)cn23)c(C)c1,-25%,0,21,27%,-2%,/,0%,-28%,5
CC(C)(C)SCCNC(=O)CN(c1ccc(F)c(Cl)c1)S(C)(=O)=O,-11%,2,25,18µM*,4%,-1%,-3%,-1%,1
O=C(CSc1ccccn1)N1CCN(c2ccc(Cl)cc2)CC1,-1%,5,10,?,-6%,-17%,-6%,-1%,4
CC(O)C(NS(=O)(=O)c1ccc(Cl)cc1)C(=O)OCCOc1ccc(F)cc1 (configuration not stated),-10%,6,16,4%,9%,/,2%,-1%,2
CCc1nc2c3cnn(-c4cc(Cl)ccc4C)c3ncn2n1,3%,19,4,2%,-7%,1%,12%,1%,5

# Full records, quoted from the list:
# Listed for `CCOc1ccccc1C=C1SC(=S)NC1=O` : HT1080 IDH1KD tx = -20%; IL-1B inflam inh = -9; D3 antag = 2; KB-V1 cytotox = 3%; GLP-1R agonist = 3%; SW480 rerep = 10%; KB-3-1 cytotox = -4%; HT1080-NT tox = -22%; D3 ag = 2
# Listed for `CCC1CCC(c2nnc(-c3ccc([N+](=O)[O-])cc3)o2)CC1` (configuration not stated) : HT1080 IDH1KD tx = -3%; IL-1B inflam inh = -6; D3 antag = -8; KB-V1 cytotox = 11%; GLP-1R agonist = 2%; SW480 rerep = -7%; KB-3-1 cytotox = -1%; HT1080-NT tox = -1%; D3 ag = -15
